Screening results deposited in PubChem by NMMLSC.
Bim-Bfl-1: inhibitors of Bim binding to Bfl-1, primary screen, biochemical, multiplexed, bead-based flow cytometry; Bcl-2-related protein A1 (Homo sapiens), Q16548; AID 1008, 2008; actives 0.12% (n = 190,000); Bim-Bfl-1 binding inhibition; inhibition, % at 10 µM;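 also: 0% = wells without compound plus tracer and 100% = blocker peptide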
Rab7 wt modul: modulators of GTP binding to Rab7, primary screen, biochemical, wildtype, multiplex bead flow cytometry; actives 0.055% (n = 190,000); GST-Rab7 beads, fluorescent GTP binding; actives lie on both sides; untreated = 100%, excess cold GTP = 0%; AID 758, 2007; GTP binding activity (percent of control), % at 10 µM; Rab7 GTPase wild type (dog), Bodipy-FL-GTP binding;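 active = fluorescent GTP binding to Rab7 beads changed by at least 20 points from the 100% baseline, either direction, mostly lower; inconclusive = compound itself probably fluorescent, or too few beads counted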;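 also: median green fluorescence of bound Bodipy-FL-GTP per Rab7 bead population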
Rab2 wt GTP: modulators of GTP binding to Rab2A wildtype, primary screen, biochemical, dog, bead-based flow cytometry, multiplex; Ras-related protein Rab-2A (Canis lupus familiaris), P61105; GST-Rab2 wt beads, Bodipy-GTP binding; GTP binding activity, % at 10 µM; actives 0.19% (n = 190,000);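 active = GTP binding activity at least 20 points away from 100%, either lowered or raised; inconclusive = signal likely due to the compound's own green fluorescence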;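 also: 0% = beads with excess unlabeled GTP and 100% = no-compound control corrected for plate trend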
HRas wt GTP bind: modulators of GTP binding to HRas wildtype, primary screen, biochemical, bead-based flow cytometry, multiplex; GTP binding activity, % at 10 µM; GST-Ras wt beads, Bodipy-FL-GTP binding; actives lie on both sides; AID 759, 2007; GTPase HRas (Homo sapiens), P01112; actives 0.14% (n = 190,000);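 active = GTP binding activity at least 20% away from the 100% baseline, either lowered as inhibitor or raised as activator; inconclusive = flagged as likely green fluorescent, judged across all proteins in the well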;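 also: 0% = unlabeled GTP competition control and 100% = no-compound control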
Rac1 wt GTP bind: wildtype Rac1 GTP binding modulators, primary screen, biochemical, GST-Rac1 beads, flow cytometry, multiplex; Ras-related C3 botulinum toxin substrate 1 (Homo sapiens), P63000; fluorescent GTP binding; actives lie on both sides; 0 = cold GTP competed, 100 = untreated; GTP binding activity (% of control), % at 10 µM; actives 0.27% (n = 190,000);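 active = GTP binding activity at least 20 points away from the 100% control level, either lower or higher; inconclusive = compound flagged as likely green fluorescent, judged across all proteins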
Bcl-B Bim block: inhibitors of Bim-Bcl-B binding, primary screen, biochemical, multiplexed, human Bcl-2 family; bead-based flow cytometry, Bim peptide-Bcl-B binding; actives 0.073% (n = 190,000); inhibition, % at 10 µM; Bcl-2-like protein 10 (Homo sapiens), Q9HD36;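 also: 0% = tracer peptide without compound and 100% = reference inhibitor peptide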
Target sequence (Q9HD36 whole entry, looked up): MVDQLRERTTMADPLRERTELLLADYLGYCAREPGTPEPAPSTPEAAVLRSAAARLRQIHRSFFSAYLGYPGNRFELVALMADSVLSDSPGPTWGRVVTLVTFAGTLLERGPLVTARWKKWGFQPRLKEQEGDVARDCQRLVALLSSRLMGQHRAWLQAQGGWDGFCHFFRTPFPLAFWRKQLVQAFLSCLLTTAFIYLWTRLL
Bim-Bcl-W: inhibitors of Bim binding to Bcl-W, primary screen, biochemical, multiplexed, bead-based flow cytometry | Bcl-2-like protein 2 (Homo sapiens), Q92843 | inhibition, % at 10 µM | Bim peptide-Bcl-W binding | actives 0.02% (n = 190,000);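 also: 0% = bound tracer without compound and 100% = peptide blocker; higher means less fluorescent Bim peptide bound to Bcl-W beads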
Target sequence (Q92843 whole entry, looked up): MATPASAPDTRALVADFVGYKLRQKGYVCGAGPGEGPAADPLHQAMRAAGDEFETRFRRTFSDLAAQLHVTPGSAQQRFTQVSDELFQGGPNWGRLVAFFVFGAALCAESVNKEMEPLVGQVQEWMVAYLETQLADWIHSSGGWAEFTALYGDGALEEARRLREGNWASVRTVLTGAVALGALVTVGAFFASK
Rac1 act GTP bind: GTP binding modulators of activated mutant Rac1, primary screen, biochemical, bead-based flow cytometry, multiplex, fluorescent GTP; Ras-related C3 botulinum toxin substrate 1 (Homo sapiens), P63000; GST-Rac1 activated beads; actives lie on both sides; 100% means binding = to untreated wells; percent activity (GTP binding), % at 10 µM; actives 0.11% (n = 190,000); AID 764, 2007;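 active = GTP binding at least 20 percentage points away from the 100% baseline, in either direction, so actives lie on both sides; inconclusive = Compound likely fluorescent itself, or too few beads counted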
Cdc42 wt: modulators of GTP binding to wildtype Cdc42, primary screen, biochemical, multiplex bead flow cytometry, Bodipy-GTP | AID 761, 2007 | GST-Cdc42 beads; actives lie on both sides | percent activity (GTP binding), % at 10 µM | actives 0.2% (n = 190,000) | Cell division control protein 42 homolog (Homo sapiens), P60953;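 active = percent activity GTP binding at least 20 points away from the 100% baseline, either down as inhibitor or up as activator; inconclusive = compound flagged as likely green fluorescent from well-wide comparison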;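 also: median bead fluorescence of bound Bodipy-FL-GTP at 100 nM; 0% = excess unlabeled GTP control and 100% = no compound control; below 100% means less GTP binding so inhibitor and above means activator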
Bcl-XL Bim block: inhibitors of Bim-Bcl-XL binding, primary screen, biochemical, multiplexed, bead flow cytometry, human Bcl-XL; Bcl-2-like protein 1 (Homo sapiens), Q07817; Bim peptide-Bcl-XL binding, fluorescence; inhibition, % at 10 µM; actives 0.04% (n = 190,000); AID 1007, 2008
Target sequence (Q07817 whole entry, looked up): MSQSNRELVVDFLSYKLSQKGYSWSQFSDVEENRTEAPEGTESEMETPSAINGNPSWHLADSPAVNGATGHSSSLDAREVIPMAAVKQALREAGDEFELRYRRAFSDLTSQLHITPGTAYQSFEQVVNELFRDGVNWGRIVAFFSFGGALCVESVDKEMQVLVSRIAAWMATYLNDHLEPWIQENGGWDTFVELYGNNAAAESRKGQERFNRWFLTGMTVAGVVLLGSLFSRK
Bcl-2 Bim block: inhibitors of Bim-Bcl-2 binding, primary screen, biochemical, multiplexed, human Bcl-2 family. Apoptosis regulator Bcl-2 (Homo sapiens), P10415. Bead-based flow cytometry, Bim peptide-Bcl-2 binding. inhibition, % at 10 µM. actives 0.06% (n = 190,000). AID 950, 2007; in the data active = inhibition above about 40%; inconclusive = no clear call, values can overlap the other calls;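 also: 0% = no compound wells with probe peptide and 100% = reference peptide inhibitor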
Target sequence (P10415 whole entry, looked up): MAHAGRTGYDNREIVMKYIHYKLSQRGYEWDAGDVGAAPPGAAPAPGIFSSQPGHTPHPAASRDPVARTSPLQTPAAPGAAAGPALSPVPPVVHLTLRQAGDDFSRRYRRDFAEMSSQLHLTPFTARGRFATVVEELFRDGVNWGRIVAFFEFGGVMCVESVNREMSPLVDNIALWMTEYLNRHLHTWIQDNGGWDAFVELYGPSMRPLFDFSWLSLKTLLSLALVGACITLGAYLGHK
* marks the source's active call; other numbers are inactive results; ? = inconclusive. Rule as the data show it, unless noted: active = inhibition above about 40%.

SMILES	Bim-Bfl-1	Rab7 wt modul	Rab2 wt GTP	HRas wt GTP bind	Rac1 wt GTP bind	Bcl-B Bim block	Bim-Bcl-W	Rac1 act GTP bind	Cdc42 wt	Bcl-XL Bim block	Bcl-2 Bim block
O=C(OCc1c(Cl)cccc1Cl)c1cccnc1Cl	-3	98	99	99	100	-4	0	98	101	-3	-4
C=CCNC(=S)NNC(=O)COc1ccc(Br)cc1	-5	101	99	99	106	-30	0	100	102	-6	-10
Cn1c(=O)oc2cc(S(=O)(=O)N3CCC(C(=O)NCc4ccc(F)cc4)CC3)ccc21	-1	97	94	94	93	0	-4	94	93	-1	2
Cc1nnc(SCC(=O)NCc2ccco2)n1-c1ccc(F)cc1	0	99	96	97	100	-7	-3	95	97	-2	-8
CC(CCc1ccccc1)NC(=O)CNC(=S)N(Cc1cccs1)C1CCCC1 (stereo not given)	-5	102	99	100	101	-9	-4	96	99	-4	-4
CCN1/C(=N\N)c2cccc3cccc1c23	12	90	87	84	87	0	10	86	90	13	23
CCCc1[nH]nc2c1C(c1c(C)nn(-c3ccccc3)c1Cl)C(C#N)=C(N)O2 (stereo not given)	0	101	103	103	104	0	-1	98	105	-2	-6
O=C1NCC(NC(=O)C(F)(F)F)c2cc3c(cc21)OCO3 (stereo not given)	-4	95	96	96	97	-1	-2	98	95	-3	-2
CC(C)NC(=O)COC(=O)c1ccccc1C(=O)c1ccccc1	-8	?	?	?	?	0	-2	?	?	-2	-4
CC1Cc2ccccc2N1c1ncnc2c1nnn2Cc1ccccc1Cl (stereo not given)	-1	91	97	98	101	-7	-5	101	101	-9	-5
Cc1ccc(C2=NNC(C(O)C(O)C(O)C(C)O)S2)cc1 (stereo not given)	0	100	99	99	96	0	-2	96	97	-2	0
C=CCN=c1scc(C)n1/N=C/c1ccc(O)c(O)c1	-2	104	97	97	97	-9	2	96	94	-4	0
COc1ccc(COc2cc(-c3cccc(OC)c3)nc3ccc(NC(=O)c4ccc(N(C)C)cc4)cc23)cc1	0	100	100	102	105	-2	0	99	105	-3	2
CC1=C(C(N)=O)C(c2ccc(C)o2)C(C(N)=O)=C(C)N1	-12	100	97	98	102	-3	-1	96	98	3	-9
CCN(c1ccccc1)S(=O)(=O)c1cc(C(=O)Nc2ccc(F)c(F)c2)ccc1F	-3	97	94	97	102	-2	-5	97	103	-4	-1
COc1ccc(S(=O)(=O)c2cnc3ccccc3n2)cc1	-4	99	100	99	102	-1	0	102	105	-2	-2
CCSc1nnc(CCNC(=O)OC(C)(C)C)o1	-10	100	100	100	103	-9	0	96	100	-6	-10
Cc1cc(-c2n[nH]c(=S)o2)c(C)n1-c1ccccc1	0	103	105	106	104	-12	-1	100	106	-5	0
CCOCCCNC(=O)Cc1ccc(OC)c(OC)c1	0	100	100	101	102	0	0	100	103	-2	-3
COC(=O)c1ccc(COc2ccc(-c3nn[nH]n3)cc2)cc1	-19	101	104	103	105	-8	-1	97	101	-5	-9
CC1(C)Cc2ccccc2-c2nnc(-c3ccc(O)cc3)n21	-15	95	97	98	93	-9	0	94	99	-7	-12
Cc1ccc(C)c(NC(=O)COC(=O)CNC(=O)c2ccccc2Cl)c1	-5	95	97	97	100	-4	1	97	96	-4	-4
CCOC(=O)CSc1ncnc2c1sc1nc(N3CCOCC3)c3c(c12)CCCC3	-5	99	97	98	98	0	2	97	97	-11	0
COCCCNC(=O)/C=C/c1ccc(Cl)cc1	-3	101	106	106	107	-1	-1	103	110	-1	-3
Cn1nnnc1SCCNCc1ccccc1OCc1ccc(Cl)cc1	-4	103	99	102	106	-3	-2	101	100	-2	-1
Oc1ccc(Cl)cc1C=Nc1ccc(Br)cc1	-5	107	99	96	101	-3	0	93	97	-3	-7
O=C(CCN1CCN(c2ccccc2)CC1)N/N=C/c1ccccc1O	-3	103	94	92	91	4	2	92	91	0	-2
CC(=O)Nc1ccc([N+](=O)[O-])cn1	-10	100	100	101	103	-2	-1	101	102	-3	-1
Cc1cc(NC(=O)c2cc([N+](=O)[O-])cc([N+](=O)[O-])c2)n(-c2ccccc2)n1	-4	97	94	98	101	-8	-7	95	103	-11	-4
COc1ccc(C(=O)NCC(c2cccnc2)N2CCN(c3ccccc3)CC2)cc1OC (stereo not given)	-4	101	105	101	106	-1	-4	104	104	-7	0
O=C(O)CNC(=O)c1cccc(C(F)(F)F)c1	-4	103	97	102	96	0	2	96	96	1	0
CC(C)N1CCC(N2CCN(C/C=C/c3ccccc3)CC2CCO)CC1 (stereo not given)	-6	97	97	97	100	-7	-3	100	98	-6	-4
CCOC(=O)N1CCN(C(=O)c2ccccc2N(Cc2ccccc2)S(=O)(=O)c2ccc(OC)cc2)CC1	-6	97	94	95	93	-5	0	95	93	0	-4
C/C(=N\NC(=O)CSCc1ccc(Cl)cc1)c1ccc2c(c1)OCCO2	-11	94	96	98	98	-2	-1	97	96	-1	-1
C=CCn1c(COc2ccccc2)nnc1SCC(=O)O	-16	103	103	102	112	-13	-3	100	106	-8	-11
Cn1ccnc1C(O)c1cc(C(C)(C)C)c(O)c(C(C)(C)C)c1 (stereo not given)	-3	101	99	100	101	1	-1	99	100	-4	-2
NC(=O)Cn1cc(C(=O)c2cccs2)c2ccccc21	-12	101	100	102	101	-5	1	100	100	-1	-9
NC(=O)Cn1c(=O)n(CCC(=O)NCCSCc2ccccc2)c(=O)c2ccccc21	-2	97	101	101	102	2	1	100	103	-2	2
O=C(CCN1C(=O)c2ccccc2C1=O)C1=NN[C@@H]2C(=O)N(c3ccc(F)cc3)C(=O)[C@H]12	-9	99	100	101	105	-5	-6	101	102	-7	-5
Cc1ccc(C2(c3ccc(C)cc3)NC(=O)N(Cc3c(C)noc3C)C2=O)cc1	-10	97	98	100	100	-12	0	97	101	-4	-9
Cc1cc(N2C(=O)C3CC=CCC3C2=O)cc(C)c1Br (stereo not given)	-21	100	97	101	111	-9	-3	98	104	-7	-16
COC(=O)c1sccc1NC(=O)CCC1CCCC1	-2	103	101	101	102	-1	-2	99	102	-3	-3
O=C(CN(Cc1ccccc1)S(=O)(=O)c1ccccc1)N1CCOCC1	-1	98	100	101	100	-2	-6	100	102	-3	-1
CS(=O)(=O)N(CC(=O)NCc1ccco1)c1cc(C(F)(F)F)ccc1Cl	-12	103	102	104	104	-3	4	96	104	23	-2
COc1ccc(S(=O)(=O)N(C(=O)c2ccncc2)c2ccc(OC(=O)c3ccncc3)cc2)cc1	-1	96	94	93	94	-2	0	93	94	0	0
CCn1cc(C(=O)NCc2cccnc2)c(=O)c2cc(F)c(N3CCN(C(=O)c4ccco4)CC3)cc21	-9	94	96	97	97	-5	2	100	97	-2	-9
COc1ccc(NC(=O)C2CCN(c3nc(C)nc4c3CCC4)CC2)cc1	-1	100	101	100	100	-10	-3	97	100	-4	-1
Cc1cccc2nc(CSc3nncn3-c3ccccc3)cn12	0	103	101	103	107	0	0	102	103	3	-1
C/C(=N/Nc1ncc(C(F)(F)F)cc1Cl)c1ccncc1	2	92	96	95	97	1	-3	95	96	2	1
CCC(=O)NNc1ncnc2c1cnn2C	-9	103	99	101	102	-9	-5	95	99	-6	-3
The list continues.
SMILES	Bim-Bfl-1	Rab7 wt modul	Rab2 wt GTP	HRas wt GTP bind	Rac1 wt GTP bind	Bcl-B Bim block	Bim-Bcl-W	Rac1 act GTP bind	Cdc42 wt	Bcl-XL Bim block	Bcl-2 Bim block
O=[N+]([O-])c1ccc(N=Nc2ccc(O)cc2O)cc1	1	99	98	101	100	1	0	97	100	0	0
O=S(=O)(c1ccc(NC(=S)NN=C(Cc2ccccc2)Cc2ccccc2)cc1)N1CCOCC1	-7	104	99	102	102	-6	-4	97	99	-1	-1
CCC(C)[C@H](NC(=O)NCc1cccs1)C(=O)OC (stereo not given in full)	-11	103	110	107	107	-7	1	101	109	-4	-9
CCOC(=O)C1CCN(C(=O)COc2ccc(Br)cc2C)CC1	-3	94	96	96	96	-2	3	96	96	0	1
CN(CC(=O)NC1CCN(Cc2ccccc2)CC1)S(=O)(=O)c1ccc2c(c1)c(=O)n(C)c(=O)n2C	0	90	95	92	95	-4	-1	93	95	0	-1
CCOC(=O)/C=C1\CC(=O)Nc2cc(C)c(C)cc2N1	-3	99	98	99	99	-7	-3	97	99	-2	-6
c1cc(-c2ccncc2)ccn1	-3	103	101	103	102	-6	-5	102	100	-7	-3
O=C(COC(=O)c1cccc(C(F)(F)F)c1)NCc1ccc(Cl)cc1	0	102	96	96	102	-2	0	97	98	-3	-2
O=Cc1cnc(N2CCN(Cc3ccccc3)CC2)s1	-2	103	97	99	100	1	-1	97	98	0	-2
CC(C)COc1nc2ccccc2c(=O)n1OCC(=O)O	0	99	97	98	96	0	0	98	100	0	0
CN1CCN(c2nc(-c3ccccc3)nc(-c3ccc(F)cc3)c2C#N)CC1	-9	95	95	99	105	-7	-3	95	100	-2	-3
C=C(C)C1CC=C(C)/C(=N/NC(=O)COc2ccccc2Cl)C1 (stereo not given)	-1	98	96	100	100	-1	0	97	96	-3	-3
COc1ccc(-c2n[nH]c(C)c2-c2ccc(Cl)cc2)c(O)c1	-1	100	99	100	98	-1	-3	100	102	-2	-1
CCCCCCCCCc1nc2sc3c(c2c(=O)n1NC(=O)c1ccc([N+](=O)[O-])cc1)CC(C)(C)OC3	0	99	93	95	94	-2	0	94	91	-7	3
COc1cc(NC(=O)CSc2nnc3c(n2)[nH]c2ccc(S(=O)(=O)NC(C)C)cc23)cc(OC)c1OC	0	94	91	94	94	-12	-3	94	93	-3	-2
O=c1nc2ccccc2c2n1CC(CN1CCN(c3ccc(F)cc3)CC1)N2 (stereo not given)	-14	96	97	100	100	-11	0	96	97	-6	-8
CCCNC(=O)c1cccc(Br)c1	3	97	97	98	95	-3	-2	95	96	-2	0
